# MrgX1 allo act: human MrgX1 positive allosteric modulation, primary screen; MrgX1-HEK293, Fluo-4 calcium flux, FDSS; hits give high values; Q96LB2; 310,000 tested, 0.63% active; B-score at 10 µM;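 active = plate-corrected calcium response at least 3 library SD above typical, normal starting fluorescence, not activating the receptor alone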;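 also: compound read alongside a low EC10 to EC30 dose of BAM8-22 agonist; peak minus trough fluorescence over baseline measured at the second addition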
# TRPC4 agonist: activators of mouse TRPC4 channel; AID 2237; 310,000 tested, 0.49% active; HEK293 TRPC4beta/mu-opioid, Fluo4 calcium fluorescence; hits give high values; B-score at 10 µM;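 active = B-score above 5 SD of library B-scores, and initial fluorescence ratio not above library mean plus 5 SD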;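 also: positive B-score marks a calcium rise read as TRPC4 activation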
#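 Test system: HEK293 cells stably co-expressing mouse TRPC4beta and mu-opioid receptor | Schedule: Fluo4 dye loading 45 min at room temperature, 110 s recording | Measured by: Kinetic Fluo4 calcium fluorescence, 5 s baseline at 1 Hz | Evaluation: B score of integrated ratio | Controls: Buffer (low) and maximal DAMGO (high)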
# TMEM16A act: mouse TMEM16A channel activation, primary screen; Q8BHY3; HEK293 TMEM16A/YFP-H148Q/I152L, iodide quench fluorescence; hits give low values; B-score at 10 µM; 340,000 tested, 0.3% active;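 active = fluorescence-ratio B-score plate-corrected deviation score at least 3 library SD below zero, with starting fluorescence score within 5 deviations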;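 also: channel opened by trigger with iodide after compound preincubation; score built on the fluorescence ratio of max minus min over baseline; more negative score means more quench and so TMEM16A activation or potentiation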
# Target sequence (Q8BHY3 whole entry, looked up): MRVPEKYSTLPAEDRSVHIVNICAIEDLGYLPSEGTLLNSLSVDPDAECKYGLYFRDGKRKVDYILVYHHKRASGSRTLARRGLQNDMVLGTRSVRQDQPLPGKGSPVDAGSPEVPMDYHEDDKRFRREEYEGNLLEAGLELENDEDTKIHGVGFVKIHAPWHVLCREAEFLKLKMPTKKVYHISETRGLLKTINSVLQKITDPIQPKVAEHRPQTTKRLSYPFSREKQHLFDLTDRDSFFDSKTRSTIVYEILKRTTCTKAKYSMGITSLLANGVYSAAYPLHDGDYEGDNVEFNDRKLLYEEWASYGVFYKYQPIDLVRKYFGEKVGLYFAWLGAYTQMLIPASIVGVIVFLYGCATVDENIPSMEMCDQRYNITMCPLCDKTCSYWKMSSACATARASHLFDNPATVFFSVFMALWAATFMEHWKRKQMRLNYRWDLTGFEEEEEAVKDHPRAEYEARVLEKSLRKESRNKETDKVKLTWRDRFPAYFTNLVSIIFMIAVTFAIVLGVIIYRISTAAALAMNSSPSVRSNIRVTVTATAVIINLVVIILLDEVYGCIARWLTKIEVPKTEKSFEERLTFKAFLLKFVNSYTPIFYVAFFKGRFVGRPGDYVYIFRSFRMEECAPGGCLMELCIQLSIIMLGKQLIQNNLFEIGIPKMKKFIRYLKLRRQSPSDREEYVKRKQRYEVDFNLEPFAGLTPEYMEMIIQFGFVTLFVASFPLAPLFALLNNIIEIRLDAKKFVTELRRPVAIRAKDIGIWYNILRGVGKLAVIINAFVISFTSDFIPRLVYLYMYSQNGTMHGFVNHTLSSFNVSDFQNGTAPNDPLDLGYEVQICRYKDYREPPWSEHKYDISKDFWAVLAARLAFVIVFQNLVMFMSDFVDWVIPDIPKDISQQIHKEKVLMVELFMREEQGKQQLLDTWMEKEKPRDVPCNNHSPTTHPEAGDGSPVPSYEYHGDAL
# TRPC6 act: activators of mouse TRPC6 channel; Q61143; B-score at 10 µM; AID 2550; HEK293-TRPC6 membrane potential dye fluorescence; hits give high values; 310,000 tested, 0.13% active;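 active = B-score of the integrated fluorescence ratio above library mean plus 3 SD, and starting fluorescence ratio within library mean plus 5 SD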;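 also: higher score means more depolarization so channel activation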
# RGS4 block: human RGS4 inhibition | 310,000 tested, 0.45% active | B-score at 10 µM | HEK293 M3R/RGS4 inducible, Fluo-4 calcium flux; hits give high values; triggered by carbachol at its EC20 | P49798 | AID 463165;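 active = B-score, a plate-corrected calcium signal, over three deviations above library mean, with baseline fluorescence within five deviations of library mean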;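 also: RGS4 expression induced by doxycycline in cells with stable M3 receptor; B-score is computed from the integrated fluorescence ratio over baseline after carbachol; higher B-score means a larger calcium signal and so more RGS4 inhibition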
# TRPC4 block: blocks the mouse TRPC4 cation channel. Q9QUQ5. HEK293 TRPC4beta/mu-opioid, DAMGO-evoked Fluo4 calcium flux; hits give low values. B-score at 10 µM. 300,000 tested, 0.39% active;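 active = B-score over 3 SD under the library average, no early fluorescence shift, positive overall ratio signal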
#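 Assay system – HEK293 line stably carrying TRPC4beta and mu-opioid receptor · Doses – single dose · Detection – Fluo4 calcium-dye fluorescence, kinetic read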
# MrgX1 antagonist: antagonists of human MrgX1 receptor | Q96LB2 | MRGX1-HEK293 calcium flux, Fluo-4, BAM8-22 antagonism; hits give low values | B-score at 10 µM | 310,000 tested, 1.3% active;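 active = calcium-response B-score plate-corrected more than 3 library SD below zero, starting fluorescence within 5 deviations, no agonist response on first addition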;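 also: peak minus trough fluorescence over baseline after final BAM8-22 challenge near maximal dose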
# MrgX1 ag: agonists of human MrgX1 receptor | Q96LB2 | MrgX1-HEK293 cells, Fluo-4 calcium fluorescence, agonist mode; hits give high values | B-score at 10 µM | 310,000 tested, 0.44% active | AID 588627;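 active = calcium response B-score plate-corrected fluorescence ratio at least 3 library SD, with starting fluorescence B-score inside 5 SD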
#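 Test system: HEK293 cells stably expressing human MrgX1 receptor; amount: 15,000 cells per well; doses: compound delivered in addition one of three; times: overnight plating before 1 h dye loading; detection: Fluo-4 NW calcium-flux fluorescence, kinetic read; read-out basis: B-scored fluorescence response ratio; controls: positive and negative controls per plate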
# TRPC4 PAM: TRPC4 (mouse) allosteric potentiation; Q9QUQ5; 310,000 tested, 0.42% active; B-score at 10 µM; HEK293 TRPC4beta/mu-opioid, DAMGO EC20, Fluo-4 Ca2+ flux; hits give high values;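 active = B-score of calcium response area above 5 SD of library B-scores, with initial fluorescence ratio within 5 SD of library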;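 also: B-score of integrated fluorescence ratio over time as area under calcium response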
# TRPC6 inh: mouse TRPC6 channel inhibition | Q61143 | HEK293-TRPC6, membrane potential dye, ACh-evoked depolarization; hits give low values | B-score at 10 µM | 310,000 tested, 1.1% active | AID 2553;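 active = B-score under library mean minus 3 SD, initial fluorescence not abnormally high, positive integrated signal ratio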;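 also: B-score derived from integrated fluorescence ratio over the kinetic read; more negative B-score means stronger inhibition of depolarization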
# TMEM16A inh: mouse TMEM16A channel inhibition, primary screen; normalized B-score (activity score, 25-100; higher = stronger inhibition) at 10 µM; HEK293 TMEM16A/YFP iodide influx fluorescence, ionomycin; Q8BHY3; 310,000 tested, 1.2% active;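 active = ratio plate-corrected score three or more library SD toward inhibition, starting fluorescence score within five deviations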;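 also: score derived from kinetic fluorescence span divided by baseline fluorescence per well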
# * marks the source's active call; other numbers are inactive results; i = inactive; nt = not tested or not shown.
smiles | MrgX1 allo act | TRPC4 agonist | TMEM16A act | TRPC6 act | RGS4 block | TRPC4 block | MrgX1 antagonist | MrgX1 ag | TRPC4 PAM | TRPC6 inh | TMEM16A inh
CC(C)CN(C(=O)CCCOc1ccc(Cl)cc1Cl)c1c(N)n(Cc2ccccc2)c(=O)[nH]c1=O | i | i | i | i | i | i | i | i | i | i | i
COc1ccccc1C(=O)NCCC(=O)N1CCN(c2cccc(C(F)(F)F)c2)CC1 | i | i | i | i | i | i | i | i | i | i | i
COCCOC(=O)C1=C(C)N=C2SCCC(=O)N2C1/C=C/c1ccccc1 (configuration not stated) | i | i | i | i | i | i | i | i | i | i | i
COc1ccccc1CNC(=O)C1CCCN(S(=O)(=O)c2ccc3c(c2)C(C)(C)C(=O)N3C)C1 (configuration not stated) | i | i | i | i | i | i | i | i | i | i | i
COc1ccc(NC(=O)CSCC(=O)Nc2nnc(CC(C)C)s2)cc1 | i | i | i | i | i | i | i | i | i | i | i
Cc1cc(C)cc(C(=O)NC(CC(N)=O)c2ccc(N3CCN(c4ccccn4)CC3)c([N+](=O)[O-])c2)c1 (configuration not stated) | i | i | i | i | i | i | i | i | i | i | i
CCOC(=O)CNC(=O)C1Cc2ccccc2CN1S(=O)(=O)c1cccs1 (configuration not stated) | i | i | i | i | i | i | i | i | i | i | i
O=C(NCCNc1ccc([N+](=O)[O-])cc1Cl)c1ccccc1F | i | i | i | i | i | i | i | i | i | i | i
CC(C)Oc1ccc(CNS(=O)(=O)c2csc(C(N)=O)c2)cc1 | i | i | i | i | i | i | i | i | i | i | i
NS(=O)(=O)c1ccc(Nc2ccccc2)c([N+](=O)[O-])c1 | i | i | i | i | i | i | i | i | i | i | i
COc1ccc2nc(-c3ccco3)c(-c3ccco3)nc2c1 | i | i | i | i | 5.82* | i | i | i | i | i | i
CC(=O)Nc1ccccc1/C=C/c1ccc2c(C)ccc(O)c2n1 | i | i | i | i | i | i | i | i | i | i | i
O=C(c1cccs1)N1CCc2ccccc2C1 | i | i | i | i | i | i | i | i | i | i | i
O=C(NCc1ccccc1)/C(=C/c1ccc([N+](=O)[O-])cc1)NC(=O)c1ccco1 | i | i | i | i | i | i | i | i | i | i | i
COc1cccc(N(CC(=O)Nc2ccccc2C(=O)N2CCCC2)S(C)(=O)=O)c1 | i | i | i | i | i | i | i | i | i | i | i
COc1cc(/C=C2\N=C(C)OC2=O)cc(Cl)c1OC(C)=O | i | i | i | i | i | i | i | i | i | i | i
COC(=O)c1ccc(CSc2nc3c(c(=O)n2-c2ccccc2)SCC3)o1 | i | i | i | i | i | i | i | i | i | i | i
CC(OC(=O)CN1C(=O)c2ccccc2C1=O)C(=O)NC1CCCCC1 (configuration not stated) | i | i | i | i | i | i | i | i | i | i | i
Nc1cc(OC(=O)c2ccc(F)cc2)nn1S(=O)(=O)c1ccccc1 | i | i | i | i | i | i | i | i | i | i | i
Cc1cccc(/C(N)=N/OC(=O)N2CCOCC2)c1 | i | i | i | i | i | i | i | i | i | i | i
CCOC(=O)C1(Cc2ccccc2C(F)(F)F)CCN(C2CCN(C(C)C)CC2)CC1 | i | i | i | i | i | i | i | i | i | i | i
Cc1sc2ncn(CC(=O)Nc3c(F)cccc3F)c(=O)c2c1S(=O)(=O)N1CCC(C)CC1 | i | i | i | i | i | i | i | i | i | i | i
C=CCS(=O)(=O)N1CCCC(N(C)CCc2ccc(OC)c(OC)c2)C1 (configuration not stated) | i | i | i | i | i | i | i | i | i | i | i
O=C1c2c(O)cc(O)cc2O[C@@]12c1c(cc(O)c3c1O[C@H](c1ccc(O)cc1)[C@@H](O)C3)O[C@@H]2c1ccc(O)cc1 | i | i | i | i | i | i | i | i | i | i | i
COc1ccc(NC(=O)Cc2nnc(SCC(=O)Nc3ccc(F)cc3)n2C)cc1 | i | i | i | i | i | i | i | i | i | i | i
CN(C(=O)COc1cc(C(F)(F)F)nn1C)c1ccccc1 | i | i | i | i | i | i | i | i | i | i | i
O=C(NC1CCCCC1)/C(=N\O)c1ccccn1 | i | i | i | i | i | i | i | i | i | i | i
Cc1cc(-c2ccc(S(=O)(=O)N3CCN(c4ccc(F)cc4)CC3)s2)on1 | i | i | i | i | i | i | i | i | i | i | i
O=C(CNC(=O)c1ccccc1)OCc1nc2ccccc2s1 | i | i | i | i | i | i | i | i | i | i | i
O=C(CCCOc1ccc(Cl)cc1)NC1CCCCC1 | i | i | i | i | i | i | i | i | i | i | i
Cc1ccc(Sc2nc([N+](=O)[O-])nn2C)cc1 | i | i | i | i | i | i | i | i | i | i | i
Cn1c(SCC(=O)Nc2ccc(F)cc2)nnc1-c1cccnc1 | i | i | i | i | i | i | i | i | i | i | i
Cc1nc(S(=O)(=O)Cc2ccccc2Cl)nc2c1CCC2 | i | i | i | i | i | i | i | i | i | i | i
O=C(NCCc1ccc(Cl)cc1)C1CCC(=O)N1Cc1ccccc1Cl (configuration not stated) | i | i | i | i | i | i | i | i | i | i | i
Cc1ccc(C(CC(=O)N2CCOCC2)c2ccco2)cc1 (configuration not stated) | i | i | i | i | i | i | i | i | i | i | i
CCCCN(CC)C(=O)Cn1c(=O)sc2ccccc21 | i | i | i | i | i | i | i | i | i | i | i
COc1ccc(OCc2cc(C(=O)NCC(C)(C)N3CCOCC3)no2)c(Cl)c1 | i | i | i | i | i | i | i | i | i | i | i
Cc1ccnc(NC(=O)CCC(=O)N(CC(=O)NCc2ccc(F)cc2)Cc2ccccc2)c1 | i | i | i | i | i | i | i | i | i | i | i
COc1cc(C(=S)N2CCCCC2)ccc1O | i | nt | i | nt | nt | nt | i | i | nt | nt | i
Brc1ccc(-c2nnc3sc(CNCc4ccc5c(c4)OCO5)cn23)cc1 | i | i | i | i | i | i | i | i | i | i | i
CN(CC(=O)Nc1cccc(F)c1)C(=O)COc1cccc2c1OC(C)(C)C2 | i | i | i | i | i | i | i | i | i | i | i
CC(Nn1cnnc1)c1cc(Cl)ccc1O (configuration not stated) | i | i | i | i | i | i | i | i | i | i | i
Cc1c(CCC(=O)N2CCC(C(=O)O)(c3ccccc3)CC2)c(=O)oc2cc3oc4c(c3cc12)CCCC4 | i | i | i | i | i | i | -6.24* | i | i | i | i
CCC(=O)c1cccc2c1N=CC1=C(CC(C)(C)CC1=O)N2 | i | i | i | i | i | i | i | i | i | i | i
CCn1c(C)nnc1SCC(=O)Nc1ccc(Cl)cc1 | i | i | i | i | i | i | i | i | i | i | i
Cc1cc2c(=O)n(C)c(SCC(=O)NC3CCCC3)nc2s1 | i | i | i | i | i | i | i | i | i | i | i
CC(=O)c1ccc(NC(=O)CSCC(=O)Nc2ccc3ccccc3c2)cc1 | i | i | i | i | i | i | i | i | i | i | i
Cc1noc(C)c1COc1ccc(C(=O)OCC(=O)N2CC(=O)Nc3ccccc32)cc1 | i | i | i | i | i | i | i | i | i | i | i
Cc1ccc(C)c(NC(=O)C2C3C=CC(O3)C2C(=O)O)c1 (configuration not stated) | i | i | i | i | i | i | i | i | i | i | i
Cc1ccccc1OCCC(=O)Nc1ccc(Cl)cc1F | i | i | i | i | i | i | i | i | i | i | i
CC(C)(C)NC(=O)COc1ccc(S(=O)(=O)N2CCCC2)cc1 | i | i | i | i | i | i | i | i | i | i | i
O=C(Nc1ccc(Cl)cc1)Nc1ccc(C(=O)N2CCOCC2)cc1 | i | i | i | i | i | i | i | i | i | i | i
COc1cccc2c1cc1c(=O)n(CC(=O)NCCCN3CCN(C)CC3)nc(C)n12 | i | i | i | i | i | i | i | i | i | i | i
COc1ccc(C2=NS(=O)(=O)N(C)C(C(=O)NC3CCCC3)=C2)cc1 | i | i | i | i | i | i | i | i | i | i | i
Oc1ccc(/C=N/NC(=S)NCC2CCCO2)cc1 (configuration not stated) | i | i | i | i | i | i | i | i | i | i | i
COc1ccc(C(=O)/C=C/c2ccc(OC)cc2OC)c(O)c1 | i | i | i | i | i | i | i | i | i | i | i
O=C(NNC(=S)Nc1ccccc1C(F)(F)F)c1cccnc1 | i | i | i | i | i | i | i | i | i | i | i
COc1ccc(N(C(=O)Cn2nnc(-c3ccc(F)cc3)n2)C(C)C(=O)NC2CCCC2)cc1OC (configuration not stated) | i | i | i | i | i | i | i | i | i | i | i
CC(NC(=O)CCN1C(=O)c2ccccc2S1(=O)=O)c1ccccc1 (configuration not stated) | i | i | i | i | i | i | i | i | i | i | i
Cc1oc(-c2ccccc2Cl)nc1CSCC(=O)N1CCCC1 | i | i | i | i | i | i | i | i | i | i | i

# More records follow:
smiles | MrgX1 allo act | TRPC4 agonist | TMEM16A act | TRPC6 act | RGS4 block | TRPC4 block | MrgX1 antagonist | MrgX1 ag | TRPC4 PAM | TRPC6 inh | TMEM16A inh
COCCN1C(=O)/C(=C/c2ccc(Oc3ccc([N+](=O)[O-])cn3)c(OC)c2)SC1=Nc1ccccc1 | i | i | i | i | i | i | i | i | i | i | i
COc1ccc(/C=N/NC(=O)c2cccc(NC(=O)c3ccccc3Cl)c2)cc1 | i | i | i | i | i | i | i | i | i | i | i
CCN(CC(=O)Nc1cccc(C(C)=O)c1)S(=O)(=O)c1ccccc1 | i | i | i | i | i | i | i | i | i | i | i
O=C(CSC1=NCCS1)c1ccc(Cl)cc1 | i | i | i | i | i | i | i | i | i | i | i
O=C(CC1CCCC1)Nc1ccc(Br)cc1 | i | i | i | i | i | i | i | i | i | i | i
CC[n+]1ccc(C)c2cc(P(=O)(c3ccccc3)c3ccccc3)ccc21 | i | i | i | i | i | i | i | i | i | i | i
COc1ccc(NC(=O)CS(=O)(=O)c2cn(CC(=O)N3CCOCC3)c3ccccc23)cc1 | i | i | i | i | i | i | i | i | i | i | i
Cc1ccccc1NC(=O)CSc1ccc(-c2cccnc2)nn1 | i | i | i | i | i | i | i | i | i | i | i

# Screens: PubChem, Johns Hopkins Ion Channel Center

# The order is random. About 5.8% of those tested had a hit in this group.
